# D3 ag = qHTS of D3 Dopamine Receptor Agonist: qHTS. D3R DiscoveRx beta-arrestin cells, luminescence, 90 min. max activation, %. 410,000 tested, 0.58% active; in the data active = max activation above about 30%; note: 0% is about no effect; mostly tested at two doses, the higher about 12 µM
# Target sequence (P35462 whole entry, looked up): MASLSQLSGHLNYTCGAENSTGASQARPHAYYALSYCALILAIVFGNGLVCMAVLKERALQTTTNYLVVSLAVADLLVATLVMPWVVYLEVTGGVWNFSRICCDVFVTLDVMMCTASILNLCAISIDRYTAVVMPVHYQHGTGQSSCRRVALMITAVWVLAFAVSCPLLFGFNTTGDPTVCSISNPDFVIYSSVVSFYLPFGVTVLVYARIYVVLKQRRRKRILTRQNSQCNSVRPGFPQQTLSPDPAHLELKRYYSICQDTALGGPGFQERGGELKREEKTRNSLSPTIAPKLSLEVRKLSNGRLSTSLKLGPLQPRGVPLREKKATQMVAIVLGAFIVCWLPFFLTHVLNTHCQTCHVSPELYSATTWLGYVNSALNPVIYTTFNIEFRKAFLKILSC
#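 Cells at 1500/well, incubated overnight, then treated with pinned compounds (dopamine as control) for 90 min at 37 degrees C. DiscoveRx reagent added for 30 - 60 minutes at room temperature; luminescence read.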
# GLP-1R agonist = qHTS of GLP-1 Receptor Agonists | Glucagon-like peptide 1 receptor (Homo sapiens), P43220 | HEK293 GLP-1R CRE-luciferase, luminescence, 4-6 h; cells express a hypersensitive GLP-1R form | Potency, µM (titrated, usually from 45.6 µM), without a hit: at the top dose activation, most hits filed as activators | 380,000 tested, 0.007% active | AID 624172, 2012; note: potency is the fitted concentration of half-maximal effect; % of control where 0% means no effect
# Target sequence (P43220 whole entry, looked up): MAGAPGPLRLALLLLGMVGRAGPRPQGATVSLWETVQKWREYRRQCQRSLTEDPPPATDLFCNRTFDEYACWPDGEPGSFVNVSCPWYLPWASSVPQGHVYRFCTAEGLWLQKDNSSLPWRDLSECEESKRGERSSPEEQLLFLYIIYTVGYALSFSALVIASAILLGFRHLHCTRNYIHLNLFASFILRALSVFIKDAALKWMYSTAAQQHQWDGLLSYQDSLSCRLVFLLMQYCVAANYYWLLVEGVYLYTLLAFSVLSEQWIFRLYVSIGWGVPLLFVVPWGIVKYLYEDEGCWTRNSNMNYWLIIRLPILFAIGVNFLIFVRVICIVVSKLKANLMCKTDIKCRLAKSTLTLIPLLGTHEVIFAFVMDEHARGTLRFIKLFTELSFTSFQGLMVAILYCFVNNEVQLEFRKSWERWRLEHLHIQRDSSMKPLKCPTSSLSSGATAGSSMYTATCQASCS
# TDP-43 yeast inh = qHTS of TDP-43 Inhibitors. TDP-43 expressing yeast growth rescue, BacTiter-Glo, 24 h. Potency, µM (top dose mostly 46.1 µM), for inactives: at the highest dose growth rescue (activation), hits mostly activators. 410,000 tested, 1.8% active; note: potency is the fitted concentration of half-maximal effect; % of control where 0% means no effect; nearly all actives have a fitted effect of over 50% in size
#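 Cell-based yeast growth screen: TDP-43 expression induced in galactose, inoculum OD600=0.02 after raffinose pregrowth to mid-log. Read-out BacTiter-Glo luminescence at 24 hr, 30 deg C; inhibition of toxicity seen as signal increase.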
# PTHR1 ag = qHTS for PTHR1 Agonists: Primary Screen; HEK293 GP2 PTHR1 cells, GloSensor cAMP luminescence, 1 h; Parathyroid hormone/parathyroid hormone-related peptide receptor (Homo sapiens), Q03431; AID 743266, 2014; Potency, µM (titrated, usually from 115 µM), inactives show at the highest dose activation, most hits filed as activators; 410,000 tested, 0.075% active; note: potency is the fitted concentration of half-maximal effect; nearly all actives have a fitted effect of over 55% in size; some results filed as inactive show a strong effect at the top dose; inactives centre near -15; many of its hits are not listed in these tables
#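 HEK-293-derived GP2 cells expressing PTHR1 and a GloSensor cAMP reporter, 3,000/well, plated overnight, given luciferin plus IBMX (each 0.5 mM as added) for 1 h at 37 °C, then compound for 1 h at 37 °C. Luminescence was read after 15 min at room temperature.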
# GLP1R inv ag = qHTS of GLP-1 Receptor Inverse Agonists (Inhibition Mode); Glucagon-like peptide 1 receptor (Homo sapiens), P43220; HEK293 GLP-1R CRE-luciferase, luminescence, 24 h; GLP-1R form is constitutively active; Potency, µM (series often up to 38.3 µM), for the others: at the highest dose activity change, negative = inhibition, most hits filed as inhibitors; 410,000 tested, 1.6% active; note: potency is the fitted concentration of half-maximal effect; % is set by controls: 0 for no effect and ±100 for the full control effect; nearly all actives have a fitted effect of over 55% in size
#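 Seeding at 200 cells/uL, 12 h culture, 24 hr compound treatment, then luciferase reagent and a luminescence read; cells are HEK293 stably expressing a constitutively active GLP-1R plus cAMP-responsive luciferase.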
# GLP1R cytotox = qHTS of GLP-1 Receptor Inverse Agonists: Cytotox Screen. 410,000 tested, 0.13% active. Potency, µM (series often up to 38.3 µM), for the others: at the highest dose activity change, negative = inhibition, actives largely listed as inhibitors. HEK293 cAMP-luciferase reporter cells, luminescence, 24 h. AID 624418, 2012;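 note: loss of luciferase light is scored as toxicity; potency is the fitted concentration of half-maximal effect; % is set by controls: 0 for no effect and ±100 for the full control effect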
#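 MLSMR compounds, 24 hr on cells at 37 deg C/5% CO2; luminescence after luciferase reagent (12 min RT). Inhibition counted as the undesired cytotoxic outcome.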
# KB-V1 MDR tox = qHTS assay for MDR1-selective chemotherapeutics: Primary screen using the drug-selected MDR subline cells KB-V1; 400,000 tested, 3.4% active; KB-V1 MDR cells viability, CellTiter-Glo, 72 h; Potency, µM (doses to about 46.1 µM), for inactives: at the top dose activity change, negative = cytotoxicity, actives largely listed as cytotoxic; note: potency is the fitted concentration of half-maximal effect; % is set by controls: 0 for no effect and ±100 for the full control effect; nearly all actives have a fitted effect of over 60% in size
#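 Potencies derive from concentration-effect curves fitted to normalized luminescence (CellTiter-Glo) of KB-V1 cells treated for 72 h at 37 degrees C in phenol-red-free DMEM containing 10% FBS.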
# aSyn yeast inh = qHTS of alpha-syn Inhibitors; Potency, µM (doses to about 46.1 µM), inactives show at the highest dose growth rescue (activation), usual class: activators; AID 652106, 2013; Yeast expressing alpha-synuclein, growth rescue, BacTiter-Glo, 24 h; 370,000 tested, 0.14% active; note: potency is the fitted concentration of half-maximal effect; % of control where 0% means no effect; nearly all actives have a fitted effect of over 65% in size
#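 Galactose-induced alpha-syn yeast (OD600=0.02, raffinose-pregrown) + pinned cpd, 24 hr, 30 deg C; growth by BacTiter-Glo luminescence. Growth restoration scores as activation.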
# D3 antag = qHTS of D3 Dopamine Receptor Antagonist: qHTS; D(3) dopamine receptor (Homo sapiens), P35462; D3R cells, DiscoveRx beta-arrestin luminescence, antagonist mode; hits give low values; max response, negative = inhibition, %; 360,000 tested, 2.5% active; in the data active = max response below about -50%; inconclusive = no clear call, values can overlap the other calls; note: % is set by controls: 0 for no effect and ±100 for the full control effect; mostly tested at two doses, the higher about 12 µM
#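 Cells plated overnight at 1500 cells/well, then exposed to library compounds with dopamine controls for 90 minutes at 37 degrees C. DiscoveRx reagent added for 30–60 minutes at room temperature; luminescence read, quantitative HTS format.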
# Active calls of the source: *; i = inactive; ? = inconclusive; / = no result given; & = joins results of further samples; [ ] = another dose, or the depositor's remark. Unless noted, calls come from the whole dose curve; as a rule, active = well fitted curve in the direction sought with a large enough effect; inconclusive = small, poorly fitted or top-dose-only effect, or another doubt; inactive = no such curve, though single readings can be large; an effect the other way counts as inactive or inconclusive. Some of the compounds tested; the hit share may differ from the screen's.
SMILES,D3 ag,GLP-1R agonist,TDP-43 yeast inh,PTHR1 ag,GLP1R inv ag,GLP1R cytotox,KB-V1 MDR tox,aSyn yeast inh,D3 antag
CCSc1nnc(Nc2ccc(C)cc2)s1,0.4,23.2%,19.7%,-17.7%,-26.5%,-1.3%,4.7%,0.7%,16.9
COc1ccccc1NS(=O)(=O)c1cccc(NC(=O)NCCCl)c1,-14.5,-0.5%,21.4%,7.0%,-18.7%,6.0%,1.9%,-7.8%,0.2
CCOc1ccc(NC(=O)CCS(=O)(=O)c2ccc(Br)cc2)cc1,3.2&1.2,-4.6%,22.7%&12.4%,i,-1.8%&10.0%,-37.8%&3.3%,12.8%&1.6%,20.9%,6.9
COc1ccc(N=Nc2cc(OC)c(N)cc2OC)cc1,-12.6,0.7%,-5.5%,i,-27.8%,?,9.2%,-31.3%[inhibitor],?
CNC(=O)[C@H]1O[C@@H](n2cnc3c(NCc4cccc(I)c4)nc(Cl)nc32)[C@H](O)[C@@H]1O,4.3,13.2%,?,-23.0%,-0.3%,4.4%,7.0%,1.7%,-17.7
COc1ccc(-c2oc3cc(O)c(OC)c(O)c3c(=O)c2OC)cc1,-16.0,15.3%,0.0%,0.0%,?,?,?,3.5%,7.7
CCSCCc1nnc(NC(=O)Nc2cccc(C(F)(F)F)c2)s1,8.2,-4.4%,?,-31.2%[inhibitor],?,11.6%,?,0.2%,20.9
NC(=O)CCn1c(C(=O)c2ccc(Cl)cc2)c2ccccc2[n+]1[O-],5.4,15.8%,4.9%,i,-0.7%,?,2.8%,2.7%,0.9
CN(C)c1ccc(/C=C/C(=O)c2cc(Cl)ccc2O)cc1,-5.2,13.9%,17.3%,-34.7%[inhibitor],-0.6%,116.9%[activator],8.7%,-16.0%,-2.0
COc1ccc(C)cc1Nc1n[n+](C)c(-c2c3ccccc3cc3ccccc23)s1,-20.3,-4.5%,-4.5%,-14.0%,-3.6%,1.4%,18.5%,-2.1%,-10.6
C[C@@H]1CN([C@@H](C)CO)C(=O)CCCn2nncc2CO[C@@H]1CN(C)S(=O)(=O)c1ccccc1,11.5,-4.2%,20.9%,-15.4%,15.3%,-10.5%,0.0%,0.0%,26.1
CCCn1c(N)c(C(=O)CSc2nc(C3CC3)n(-c3ccccc3)n2)c(=O)[nH]c1=O,-1.3,0.7%,6.9%,-4.0%,10.7%,4.0%,19.3%,-0.5%,16.3

# Random excerpt: two records from the list
SMILES,D3 ag,GLP-1R agonist,TDP-43 yeast inh,PTHR1 ag,GLP1R inv ag,GLP1R cytotox,KB-V1 MDR tox,aSyn yeast inh,D3 antag
CN(C)c1ccc(/C=C/C(=O)c2cc(Cl)ccc2O)cc1,-5.2,13.9%,17.3%,-34.7%[inhibitor],-0.6%,116.9%[activator],8.7%,-16.0%,-2.0
CCSCCc1nnc(NC(=O)Nc2cccc(C(F)(F)F)c2)s1,8.2,-4.4%,?,-31.2%[inhibitor],?,11.6%,?,0.2%,20.9

# Continued:
SMILES,D3 ag,GLP-1R agonist,TDP-43 yeast inh,PTHR1 ag,GLP1R inv ag,GLP1R cytotox,KB-V1 MDR tox,aSyn yeast inh,D3 antag
CCCCNC(=O)N1CCCC(N(C)CCc2ccc(OC)c(OC)c2)C1 (stereo not drawn),-8.1,0.2%,15.8%,1.2%,16.0%,3.1%,-5.6%,3.5%,-22.1
CC(O)COc1ccc(/C(=N/O)c2ccccc2)cc1 (stereo not drawn),0.7,3.3%,20.1%,i,1.5%,-2.9%,5.3%,0.0%,30.0
CCOC(=O)c1nnn(-c2ccc([N+](=O)[O-])cc2[N+](=O)[O-])c1C,2.9,1.4%,29.7%,-8.4%,-21.5%,17.9%,-2.1%,3.8%,3.4
CCCCCN(C(=O)CCC(=O)OCc1ccc(C(C)C)cc1)c1c(N)n(CCCC)c(=O)[nH]c1=O,-6.9,8.8%,-19.5%,i,-15.0%,2.8%,-22.7%,-0.3%,-8.7
Cc1cc(C)n2c(Br)c(CN3CCCC(C)C3)nc2n1 (stereo not drawn),-23.6,5.6%,-2.3%[0.397 µM],i,32.9%[activator],-4.1%,0.0%,-3.4%,-21.9
Cc1ccc(S(=O)(=O)C(F)(F)F)cc1NC(=O)c1cccnc1,0.5,-8.7%,18.9%,-4.3%[57.5 µM],1.4%,-9.3%,7.7%,-3.2%,7.8
Cc1nc(CC(=O)NNS(=O)(=O)c2cccc(Cl)c2Cl)cs1,8.6,-0.3%,11.0%,i,2.9%,-4.9%,15.4%,-6.6%,16.9
Cc1ccc(CN2C(=O)c3ccccc3C2c2nnnn2-c2c(C)cccc2C)cc1 (stereo not drawn),-7.2,3.3%,11.8%,-20.6%,-24.2%,8.1%,?,18.9%,-4.5
COC(=O)CC1=C(C(=O)OC)C(c2ccc3c(c2)OCO3)C(C#N)=C(N)O1 (stereo not drawn),-14.6,11.5%,2.8%,-6.1%,71.1%[activator],1.5%,9.7%,7.2%,-14.8
CCOc1ccc(N(CC(=O)NCC2CCCO2)C(=O)CCC(=O)Nc2nccs2)cc1 (stereo not drawn),12.0,6.2%,-23.5%,i,-12.1%,-1.3%,18.7%,-1.9%,-6.9
C=CCOC(=O)C1=C[C@H](C2CCCCC2)C[C@H](OCc2ccc(CO)cc2)O1,11.7,17.5%,14.8%,i,?,-9.9%,9.2%,16.8%,-22.8
COc1ccc(NC(=O)CO/N=C2\CCCc3nonc32)cc1,-0.4,-7.2%,15.8%,i,20.3%,-1.0%,2.2%,0.2%,?
Cc1ccc(NC(=O)CCc2c(C)nc3ncnn3c2C)cc1Cl,-7.4,-1.2%,-6.2%,i,11.4%,-0.4%,-19.9%,/,/
CSc1nccc(Oc2ccccc2Cl)n1,15.9,16.0%,4.0%,-2.7%,17.7%,3.4%,-2.4%,-3.7%,-2.7
CC1=C(C(=O)N2CCCCCC2)CC(CC(=O)NCc2cccs2)C(=O)N1CCC1=CCCCC1 (stereo not drawn),-15.7,-1.7%,-1.4%,i,-14.1%,2.7%,?,-2.4%,0.0
CCCCc1ccc(-c2ccc(Br)cc2O)nc1,0.5,1.3%,17.5%,-15.5%[57.5 µM],0.0%,-8.7%,0.0%,-2.2%,38.2
C=C1CCN(C(C)C(=O)OC)S(=O)(=O)c2ccccc21 (stereo not drawn),-18.5,-0.2%,24.4%,i,3.9%,-1.2%,0.9%,5.9%,-16.8
COc1ccccc1-c1cc(C(=O)N/N=C/c2ccoc2)c2ccccc2n1,-7.6,1.9%,-4.0%,i,7.0%,5.7%,?,-8.0%,-50.7*
CC(=O)Nc1cc(-c2cccc(C(=O)NCCO)c2)cn2c(-c3ccc(F)c(Cl)c3)cnc12,11.0,-7.4%,4.5%,-22.9%,3.9%,2.8%,26.9%,-4.5%,28.9
CC(=O)C(=Cc1cccc(C#N)c1)C(=O)c1ccccc1,-3.0,-8.0%,?,-12.9%,-17.6%,7.0%,?,?,-20.7
CCc1ccc(NC(=O)Cn2nc(C)c([N+](=O)[O-])c2C)cc1,-5.1,8.0%,6.5%,-43.9%,-14.4%,0.3%,3.0%,10.5%,1.5
NC(=O)C1(N2CCCCC2)CCN(Cc2nc3ccccc3c(=O)[nH]2)CC1,-18.8,-1.4%,-2.4%,i,40.4%[activator],-27.0%,-13.0%,-4.3%,-17.9
O=C(CNC(=O)c1ccccc1F)NCCc1ccccc1F,-9.0,1.0%,2.3%,-23.7%,2.7%,5.8%,5.6%,-7.7%,-19.0
N#CCCN(C(=S)NC(=O)c1cccs1)c1ccccc1F,5.0,-1.1%,-15.7%,i,-8.2%,-17.2%,15.4%,-5.8%,-9.1
CN(C)S(=O)(=O)N1CCN(Cc2ccccc2)CC1,3.9,-7.9%,-11.6%,i,2.0%,6.6%,6.5%,-4.1%,34.0
COc1cc2cc(CN(CCCO)S(=O)(=O)c3ccccc3)c(=O)[nH]c2cc1OC,0.9,10.1%,-8.7%,-19.1%[57.5 µM],19.4%,-21.1%,3.1%,2.5%,13.9
CCC1(CC)C(=O)C2=C3C1[C@H](C(=O)OC)CC(C(=O)OC)C[C@H]3[C@H]1C(=O)N(c3ccccc3)C(=O)[C@H]1[C@H]2C (stereo partly drawn),-9.7,-0.5%,-22.4%,-12.8%,3.7%,7.8%,-16.9%,-7.4%,0.0
Cc1ccnc2nc(C(=O)OCC(=O)c3ccccc3)nn12,0.2,4.1%,-8.4%,i,1.9%,-1.9%,17.3%,5.3%,15.0
Cc1cccc(CN2CCN(C3CN(Cc4cn(Cc5ccc(F)cc5)nn4)S(=O)(=O)C3)CC2)c1 (stereo not drawn),-9.7,6.4%,18.6%,i,6.6%,3.4%,?,-0.7%,0.0
CCCOc1ccccc1-c1nc(SCCC(=O)O)n[nH]1,2.7,-5.9%,-7.8%,-2.7%[57.5 µM],9.0%,10.4%,4.2%,8.2%,-11.5
Cn1cc(C(=O)c2ccc(Cl)cc2Cl)cc1C(=O)N/N=C(\N)COc1cccc(C(F)(F)F)c1,8.4,-12.7%,17.2%,-10.4%[57.5 µM],?,-21.9%,?,-2.0%,-15.0
Cc1ccc(Cn2ccc(C3CC3)n2)cc1,-2.0,2.2%,2.5%,-1.3%,15.9%,-10.2%,?,-2.2%,-5.3
COc1ccc(NC(=O)c2cc(S(=O)(=O)N3CCOCC3)ccc2C)cc1S(=O)(=O)N1CCCCC1,2.1,-0.3%,6.9%,-24.0%,-5.1%,0.2%,?,0.4%,62.9

# High-throughput results deposited in PubChem BioAssay by National Center for Advancing Translational Sciences (NCATS).
